# Screening results (PubChem BioAssay)
# EPAC1 agonist: activates human EPAC1 exchange factor | O95398 | EPAC1 agonist qHTS, biochemical assay; response scale: 100% = response to 6.5 mM cAMP | Potency, µM (top dose mostly 154 µM), inactives show at the highest dose activation, hits mostly activators | 360,000 tested, 0.073% active; further: potency means the concentration at half of the fitted maximal effect; nearly all actives have a fitted effect of over 60% in size
#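 Compounds were pinned as a concentration titration into mixtures of EPAC1 (100 nM), BODIPY-GDP-loaded Rap1B (250 nM) and GDP (50 uM). After 5 min at room temperature, fluorescence was followed for 30 min; activity was scaled to 6.5 mM cAMP.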
# GLP1R inv ag: inverse agonists of human GLP-1 receptor. P43220. 410,000 tested, 1.6% active. HEK293 GLP-1R CRE-luciferase, luminescence, 24 h; GLP-1R form is constitutively active. AID 624417. Potency, µM (series often up to 38.3 µM), for inactives: at the highest dose activity change, negative = inhibition, most hits filed as inhibitors; further: potency means the concentration at half of the fitted maximal effect; on the % scale 0 is the no-effect control and ±100 the full control effect; nearly all actives have a fitted effect of over 55% in size
#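 qHTS in 1536-well format: reporter HEK293 cells expressing constitutive GLP-1R activity in DMEM + 10% Nu serum, 24 hr with compounds at 37 deg C, luminescence read after 12 min with detection reagent.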
# IL2 activator: IL-2 activation; IL-2 activation reporter assay, cell-based qHTS; stimulated with anti-CD3/CD4/CD28 beads; in transgenic mouse T cells; activation, % (series mostly up to about 46 µM); 360,000 tested, 0.065% active; in the data active means activation above about 50%; inconclusive means mostly about 30% to 49%; further: 0% is about no effect
#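 Screening format: compound pinned onto unstimulated transgenic mouse T cells, 60 min incubation, then anti-CD3/anti-CD4/anti-CD28 bead stimulation for 18 hours at 37 degrees C, followed by EGFP and DsRed detection.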
# GLP1R cytotox: cytotoxicity counter-screen for GLP-1 receptor inverse agonists; HEK293 cAMP-luciferase reporter cells, luminescence, 24 h; Potency, µM (highest dose often 38.3 µM), inactives show at the highest dose activity change, negative = inhibition, actives largely listed as inhibitors; 410,000 tested, 0.13% active;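 further: loss of luciferase light is scored as toxicity; potency means the concentration at half of the fitted maximal effect; on the % scale 0 is the no-effect control and ±100 the full control effect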
#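 Here, cytotoxicity is scored as loss of luminescence. The MLSMR collection was tested on cells seeded in medium containing 10% Nu serum, with a 24 hr compound exposure preceded by 12 hours of culture.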
# PI5P4Ka inh: inhibitors of human PI5P4K alpha. P48426. PI5P4Kalpha enzyme, ADP-Glo luminescence, 60 min; active compounds read low. max response, %. 330,000 tested, 1.2% active; active means max response of -50% or lower; inconclusive means between -30% and -50%; inactive means -30% or higher; further: value at the top dose of about 77 µM; on the % scale 0 is the no-effect control and ±100 the full control effect
# Target sequence (P48426 whole entry, looked up): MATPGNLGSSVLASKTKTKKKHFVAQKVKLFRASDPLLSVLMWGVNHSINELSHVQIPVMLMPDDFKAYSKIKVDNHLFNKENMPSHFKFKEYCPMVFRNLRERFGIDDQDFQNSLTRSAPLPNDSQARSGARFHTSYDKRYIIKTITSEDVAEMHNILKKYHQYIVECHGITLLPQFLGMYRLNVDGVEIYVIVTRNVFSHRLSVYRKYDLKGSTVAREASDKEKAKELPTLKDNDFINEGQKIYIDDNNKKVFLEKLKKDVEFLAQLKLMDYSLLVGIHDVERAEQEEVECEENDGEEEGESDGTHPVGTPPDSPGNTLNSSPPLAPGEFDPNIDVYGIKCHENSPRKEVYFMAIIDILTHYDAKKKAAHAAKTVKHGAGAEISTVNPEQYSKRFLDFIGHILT
#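 Enzyme plus substrate dispensed, test compounds pinned in, then ATP (5 microM final) added. After 60 min at RT, ADP-Glo reagent 1 for 45 min and reagent 2 for 30 min preceded luminescence imaging.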
# PTHR1 agonist: activates the human parathyroid hormone receptor PTHR1. HEK293 GP2 PTHR1 cells, GloSensor cAMP luminescence, 1 h. Potency, µM (series often up to 115 µM), for the others: at the highest dose activation, most hits filed as activators. 410,000 tested, 0.075% active. AID 743266; further: potency means the concentration at half of the fitted maximal effect; nearly all actives have a fitted effect of over 55% in size; some results filed as inactive show a strong effect at the top dose; inactives centre near -15; many of its hits are not listed in these tables
# Target sequence (Q03431 whole entry, looked up): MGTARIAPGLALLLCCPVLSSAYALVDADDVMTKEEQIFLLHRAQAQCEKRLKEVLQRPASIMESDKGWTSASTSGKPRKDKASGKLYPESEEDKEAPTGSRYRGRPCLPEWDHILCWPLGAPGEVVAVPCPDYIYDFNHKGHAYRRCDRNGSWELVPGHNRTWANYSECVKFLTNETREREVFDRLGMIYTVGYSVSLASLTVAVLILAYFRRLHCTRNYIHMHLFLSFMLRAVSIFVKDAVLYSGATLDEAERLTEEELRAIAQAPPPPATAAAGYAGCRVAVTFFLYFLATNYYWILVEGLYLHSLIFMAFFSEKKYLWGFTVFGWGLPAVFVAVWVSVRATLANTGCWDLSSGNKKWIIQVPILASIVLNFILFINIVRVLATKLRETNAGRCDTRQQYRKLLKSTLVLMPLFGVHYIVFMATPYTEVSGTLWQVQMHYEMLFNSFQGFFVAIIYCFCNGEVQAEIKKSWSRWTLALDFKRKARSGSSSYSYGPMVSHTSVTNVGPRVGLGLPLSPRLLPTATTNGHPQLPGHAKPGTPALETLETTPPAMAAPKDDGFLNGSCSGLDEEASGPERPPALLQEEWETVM
#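 HEK-293-derived GP2 cells expressing PTHR1 and a GloSensor cAMP reporter, 3,000/well, plated overnight, given luciferin plus IBMX (each 0.5 mM as added) for 1 h at 37 °C, then compound for 1 h at 37 °C. Luminescence was read after 15 min at room temperature.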
# PLK1 PBD block: PLK1 (human) polo-box domain binding inhibition; Plk1 PBD binding of FITC phosphopeptide, fluorescence polarization; 360,000 tested, 2.8% active; P53350; Potency, µM, for inactives: max response, negative = inhibition, most hits filed as inhibitors; further: potency means the concentration at half of the fitted maximal effect; series mostly up to about 57 µM; on the % scale 0 is the no-effect control and ±100 the full control effect; nearly all actives have a fitted effect of over 65% in size
# GLP-1R agonist: agonists of human GLP-1 receptor | P43220 | HEK293 GLP-1R CRE-luciferase, luminescence, 4-6 h; cells express a hypersensitive GLP-1R form | Potency, µM (doses to about 45.6 µM), inactives show top-dose activation, hits mostly activators | 380,000 tested, 0.007% active; further: potency means the concentration at half of the fitted maximal effect; % of control where 0% means no effect
# EPAC1 antag: blocks human EPAC1 exchange factor | EPAC1 GEF assay, Rap1b-BODIPY-GDP exchange fluorescence | Potency, µM (highest dose often 115 µM), for inactives: at the top dose activity change, negative = inhibition, usual class: inhibitors | 360,000 tested, 0.14% active | O95398;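 further: potency means the concentration at half of the fitted maximal effect; plate controls were vehicle for no effect and positive control for full effect; nearly all actives have a fitted effect of over 50% in size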
# * = called active by the depositor; i = inactive; u = inconclusive; x = no result given; [ ] = remark or other dose. Unless noted, the call rests on the fitted dose curve; in most records, active means well fitted curve in the direction sought with a large enough effect; inconclusive means small, poorly fitted or top-dose-only effect, or another doubt; inactive means no such curve, though single readings can be large; an effect the other way counts as inactive or inconclusive.
1) CCOC(=O)C1CCCN(S(=O)(=O)c2cc(Br)cc3c2N(C(=O)C2CC2)CC3)C1 (configuration not stated)
2) Cc1ccc(/C=N/N2CCN(C3c4ccccc4-c4ccccc43)CC2)s1
3) O=C(COC(=O)C1=COCCO1)Nc1ccc(Cl)cn1
4) Cc1ccc(C(=O)N2CCN(Cc3nc4sc5c(c4c(=O)[nH]3)CCCC5)CC2)cc1
5) CC(=O)N1CCN(c2ccc(NC(=O)c3ccc(F)cc3)cc2)CC1
6) COc1ccc(C2c3ccc(O)cc3Oc3ncn(CCN4CCOCC4)c(=N)c32)cc1 (configuration not stated)
7) Cc1onc(-c2ccccc2)c1C(=O)Nc1ccc(S(=O)(=O)NC2=NCCCCC2)cc1
8) Cc1ccccc1OCC(=O)Nc1nnc(C2CC2)s1
9) CCOC(=O)C1CCCN(c2c(NCCCN(CC)c3ccccc3)c(=O)c2=O)C1 (configuration not stated)
10) COc1ccccc1CNc1nc(NC(C)C)nc2cc(-c3ccccc3)sc12
screen / no.	1	2	3	4	5	6	7	8	9	10
EPAC1 agonist	-9%	11%	4%	2%	-7%	-3%	-2%	11%	11%	-12%
GLP1R inv ag	-16%	13%	-6%	-12%	14%	140%[activator]	-10%	-3%	-3%	u
IL2 activator	-3.3	-0.7	0.4	-1.3	1.0	-0.1	4.3	-0.7	-2.1	-0.3
GLP1R cytotox	-3%	11%	-1%	9%	-10%	i	15%	5%	5%	u
PI5P4Ka inh	-1	-4	u	-5	1	5	1	5	x	x
PTHR1 agonist	-41%[inhibitor]	-28%	-3%	-43%[inhibitor]	i	-11%	i	i	i	-8%
PLK1 PBD block	-5%	-6%	-1%	-9%	1%	-11%	-8%	-3%	-9%	3%
GLP-1R agonist	2%	-10%	-4%	1%	11%	13%	-8%	-8%	8%	4%
EPAC1 antag	-23%	5%	-2%	5%	10%	-15%	-11%	-11%	15%	-5%

# 3 entries out of the list, ordered by molecular weight, low to high.
9) CCOC(=O)C1CCCN(c2c(NCCCN(CC)c3ccccc3)c(=O)c2=O)C1 (configuration not stated)
6) COc1ccc(C2c3ccc(O)cc3Oc3ncn(CCN4CCOCC4)c(=N)c32)cc1 (configuration not stated)
7) Cc1onc(-c2ccccc2)c1C(=O)Nc1ccc(S(=O)(=O)NC2=NCCCCC2)cc1
screen / no.	9	6	7
EPAC1 agonist	11%	-3%	-2%
GLP1R inv ag	-3%	140%[activator]	-10%
IL2 activator	-2.1	-0.1	4.3
GLP1R cytotox	5%	i	15%
PI5P4Ka inh	x	5	1
PTHR1 agonist	i	-11%	i
PLK1 PBD block	-9%	-11%	-8%
GLP-1R agonist	8%	13%	-8%
EPAC1 antag	15%	-15%	-11%

# (more compounds)
11) CC(=O)Nc1cccc(N(C(=O)C2COc3ccccc3O2)C(C(=O)NC2CCCCC2)c2cn(C)nc2C)c1 (configuration not stated)
12) Cc1c(C2(O)CCCCC2)[nH]c2ncccc12
13) O=C(CN1C(=O)c2ccccc2S1(=O)=O)N1CCN(Cc2ccc3c(c2)OCO3)CC1
14) CC(C)OCCCn1c(=S)[nH]c2ncccc2c1=O
15) Cc1cccc(C2=NC(C(F)(F)F)(C(F)(F)F)c3c(n(-c4ccc(F)cc4)c(=O)[nH]c3=O)N2)c1
16) C/C=C/C(=O)Nc1nnc(-c2ccccc2C)s1
17) Cn1nnnc1SCC(=O)c1ccc(Br)s1
18) O=C(NC(=S)Nc1cccc([N+](=O)[O-])c1)C1CCCCC1
19) COc1ccc(Cl)cc1NC(=O)c1[nH]c(C)c(C(C)=O)c1C
20) CCC1(C)Cc2nc(Cl)c(C#N)cc2CO1 (configuration not stated)
screen / no.	11	12	13	14	15	16	17	18	19	20
EPAC1 agonist	1%	-7%	-5%	-3%	-1%	-8%	4%	-7%	-2%	4%
GLP1R inv ag	5%	u	-1%	26%	-30%	19%	-6%	0%	-36%	11%
IL2 activator	-0.5	0.2	-2.6	0.1	-0.7	-4.1	1.2	-1.8	-2.7	1.3
GLP1R cytotox	0%	3%	-1%	-5%	-16%	-16%	-14%	1%	0%	2%
PI5P4Ka inh	1	5	2	-3	0	0	-8	8	2	4
PTHR1 agonist	i	-22%	-5%	i	-44%[inhibitor]	i	i	-11%	i	-4%
PLK1 PBD block	u	-3%	-8%	-30%	-5%	-14%	u	-2%	u	0%
GLP-1R agonist	2%	6%	7%	-7%	-16%	9%	9%	-5%	-2%	-3%
EPAC1 antag	1%	-13%	-10%	-14%	12%	-22%	9%	8%	u	-22%

21) O=C(CSc1ccc2c(c1)OCCO2)Nc1ccc(Br)cc1
22) FC(F)(F)c1nc(-c2ccccc2)ncc1-c1nnnn1-c1ccccc1
23) CC(C)Cn1c(=O)c(C(=O)N/N=C/c2cccc(F)c2)c(O)c2ccccc21
24) Cc1cc(C)c2c(C)c(C(=O)Nc3c(C)n(C)n(-c4ccccc4)c3=O)oc2c1
25) CN(C)c1ccc(Nc2nc(N)c([N+](=O)[O-])c(N3CCOCC3)n2)cc1
26) Cc1cc(NC(=O)Cn2cnc3c2c(=O)n(C)c(=O)n3C)n(-c2ccccc2)n1
27) O=c1[nH]cnc2c1ncn2C1CCC(CO)O1 (configuration not stated)
28) CCc1nnc(SCc2ccc([N+](=O)[O-])cc2)nc1CC
29) O=C(Nc1ccc2[nH]ncc2c1)c1ccc(F)cc1
30) COc1ccc(/C=C(\NC(=O)c2ccc(C)cc2)C(=O)NCCN2CCOCC2)cc1
screen / no.	21	22	23	24	25	26	27	28	29	30
EPAC1 agonist	2%	3%	4%	-1%	3%	-3%	-7%	-4%	-4%	-1%
GLP1R inv ag	0%	u	-15%	u	-22%	-3%	27%	16%	11%	10%
IL2 activator	-4.3	-5.7	-0.7	-0.1	1.1	1.4	-0.2	-0.4	-2.9	-1.4
GLP1R cytotox	6%	0%	62%[activator]	-14%	5%	57%[activator]	3%	7%	-22%	-9%
PI5P4Ka inh	0	7	u	2	-3	7	0	-3	2	2
PTHR1 agonist	-43%[inhibitor]	-16%	16%	i	-19%	i	-21%	-4%	i	i
PLK1 PBD block	0%	-8%	-12%	2%	-1%	-2%	4%	-15%	-8%	-11%
GLP-1R agonist	2%	11%	2%	-24%	17%	6%	6%	u	6%	11%
EPAC1 antag	-13%	-20%	-16%	12%	-10%	-10%	14%	3%	-10%	-21%

31) Cc1ccc(C(=O)c2ccc(N3CCOCC3)c(F)c2)cc1
32) CCn1c(NC(=O)c2ccccc2)c(-c2cccs2)c(=O)c2ccccc21
33) COc1ccc(CCNC(=O)c2ccccc2SC)cc1
34) COc1cc(/C=N/NC(=O)CCNC(=O)c2ccccc2Cl)ccc1O
35) CC12CCC(=O)N1C(C(=O)NCc1ccccc1Cl)CS2 (configuration not stated)
36) COc1cc(/C=C/C(=O)OCC(=O)c2ccc(S(=O)(=O)N3CCCCC3)cc2)cc(OC)c1OC
37) COc1ccccc1C(=O)NCCC(=O)NCC(c1ccccc1OC)N1CCCC1 (configuration not stated)
38) Cc1cccc2nc(CSc3nc4[nH]ncc4c(=O)n3-c3ccccc3Cl)cc(=O)n12
39) O=[N+]([O-])c1cc2c(cc1Br)CCN2
40) CCOC(=O)COc1ccc(S(=O)(=O)Nc2ccc3c(c2)OCO3)cc1
screen / no.	31	32	33	34	35	36	37	38	39	40
EPAC1 agonist	10%	2%	3%	-2%	3%	-4%	1%	3%	0%	3%
GLP1R inv ag	1%	-9%	-18%	8%	-10%	9%	-11%	50%[activator]	-4%	0%
IL2 activator	-0.4	0.7	-3.5	-0.7	2.6	-2.0	0.8	-3.2	0.1	-0.2
GLP1R cytotox	-3%	-11%	0%	-41%	15%	4%	11%	-22%	-6%	9%
PI5P4Ka inh	11	x	-4	2	3	-1	5	-8	0	x
PTHR1 agonist	-15%[57.5 µM]	i	i	i	-18%	-22%	i	-15%	i	u
PLK1 PBD block	5%	0%	-7%	-3%	-6%	-2%	4%	5%	3%	-8%
GLP-1R agonist	14%	3%	5%	6%	-6%	-9%	12%	20%	15%	5%
EPAC1 antag	u	-14%	-20%	9%	14%	-9%	-10%	-4%	2%	-19%

41) Cc1ccc(-c2nn(C(C)(C)C)c3ncnc(NS(=O)(=O)c4ccc([N+](=O)[O-])cc4)c23)cc1
42) CCOCCCn1c(=S)[nH]c2cc(C(=O)N3CCOCC3)ccc2c1=O
43) COc1ccc(CCNCC(O)Cn2ccc3ccccc32)cc1OC (configuration not stated)
44) Cc1c(Br)c(=O)[nH]c(=O)n1COCc1ccccc1
45) CCn1c(CNC(=O)C23CC4CC(CC(C4)C2)C3)nnc1SCC(=O)Nc1ccccc1
46) O=C(O)/C=C\c1cc2c(cc1[N+](=O)[O-])OCO2
47) Cc1ccccc1Oc1ccc(-c2nc(N)nc(N)n2)cc1
48) Cc1ccc(NC(=S)NC(=O)C2CC2)c(C)c1
49) Cc1nn(C)cc1/C=N/NC(=O)Cn1nnc(N)n1
50) Cc1ccc(C2OC(=O)c3ccccc32)cc1 (configuration not stated)
51) C=CCNC(=O)CC(=O)N/N=C/c1cccc(Br)c1
screen / no.	41	42	43	44	45	46	47	48	49	50	51
EPAC1 agonist	6%	6%	10%	-7%	x	-9%	19%	-10%	-2%	-1%	5%
GLP1R inv ag	u	5%	u	-7%	5%	-1%	9%	u	12%	1%	3%
IL2 activator	-0.8	-3.1	1.6	-0.4	x	-1.0	-2.9	-1.5	2.5	0.3	-2.4
GLP1R cytotox	-3%	6%	2%	-4%	-22%	-2%	0%	u	-8%	-17%	9%
PI5P4Ka inh	1	x	4	-9	x	u	3	2	-3	-3	x
PTHR1 agonist	i	-5%[57.5 µM]	i	0%	-30%[inhibitor]	i	-27%	-19%	i	i	i
PLK1 PBD block	-18%	-5%	1%	-5%	x	-1%	-10%	-3%	4%	-1%	-6%
GLP-1R agonist	17%	5%	13%	-7%	0%	0%	10%	-3%	-6%	-7%	1%
EPAC1 antag	-27%	-8%	-2%	-3%	x	-15%	-13%	-26%	12%	21%	-1%

# Only part of the results is shown; rates above refer to the full screens.
